# Screens: PubChem BioAssay, National Center for Advancing Translational Sciences (NCATS)
# HttQ103 aggreg – mutant huntingtin aggregation inhibition. PC12 HttQ103-GFP aggregates, Acumen cytometry, 40 h. 220,000 compounds, 1.1% hits. AID 1688. Potency, µM (highest dose often 46.1 µM), inactives show top-dose activity change, negative = inhibition, most hits filed as inhibitors; also: potency is read from the fitted curve at half-maximal effect; % is scaled to controls: 0 for no effect and ±100 for the full control effect; nearly all actives have a fitted effect of over 60% in size
#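 Quantitative HTS on tebufenozide-induced (100 nM) PC12 cells stably expressing polyQ103 Huntingtin exon 1–GFP. Reduction of bright GFP aggregates, detected by laser scanning cytometry after lysis, identified actives across the titration.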
# CBFb RUNX1 block – blocks binding between human CBF-beta and RUNX1; Q01196+Q13951; AlphaScreen CBFb-His/RUNX1-biotin binding, biochemical; Potency, µM (doses to about 59.8 µM), for inactives: at the top dose activity, negative = inhibition, usual class: inhibitors; 230,000 tested, under 10 active; AID 1477; also: % of control where 0% means no effect
# Target sequence (Q01196 whole entry, looked up): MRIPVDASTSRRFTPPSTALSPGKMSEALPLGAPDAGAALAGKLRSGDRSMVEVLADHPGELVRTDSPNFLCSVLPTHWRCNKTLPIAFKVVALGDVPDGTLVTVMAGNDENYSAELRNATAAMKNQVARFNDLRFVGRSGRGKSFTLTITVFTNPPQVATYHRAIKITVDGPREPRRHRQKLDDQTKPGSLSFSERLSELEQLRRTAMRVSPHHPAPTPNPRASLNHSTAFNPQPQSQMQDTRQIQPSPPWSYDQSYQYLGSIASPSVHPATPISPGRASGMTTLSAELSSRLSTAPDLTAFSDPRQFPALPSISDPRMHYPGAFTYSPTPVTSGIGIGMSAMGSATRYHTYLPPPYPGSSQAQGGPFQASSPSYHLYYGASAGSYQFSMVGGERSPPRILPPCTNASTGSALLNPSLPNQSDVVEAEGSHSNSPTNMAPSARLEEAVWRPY
# Target sequence (Q13951 whole entry, looked up): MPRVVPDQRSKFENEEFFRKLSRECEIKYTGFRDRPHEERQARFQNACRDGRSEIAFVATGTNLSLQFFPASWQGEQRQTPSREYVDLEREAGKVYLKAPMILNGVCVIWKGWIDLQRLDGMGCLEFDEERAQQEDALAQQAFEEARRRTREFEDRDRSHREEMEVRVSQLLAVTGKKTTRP
#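 CBF-beta (His) and RUNX1 (biotin), 30 nM each; 20 min preassociation; + compound, 15 min; + beads 50 ng each (Ni, streptavidin), 90 min; RT; AlphaScreen read.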
# SMN2 splice enh – enhancers of SMN2 splice variant expression; 210,000 compounds, 2.8% hits; Potency, µM (top dose mostly 46.1 µM), without a hit: at the top dose activity change, positive = activation, hits mostly activators; AID 1458; HEK293 SMN2-luciferase splicing reporter, luminescence, 30-36 h; also: potency is read from the fitted curve at half-maximal effect; % of control where 0% means no effect; nearly all actives have a fitted effect of over 55% in size
#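 qHTS luciferase splicing reporter: luminescence rises when SMN2 exon 7 is included in transfected HEK293 cells. Compound exposure lasted 30-36 h at 37C, with 4.5 mM final sodium butyrate as control, followed by a ONE-Glo read.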
# IMPase Li cell – cell-permeable IMPase inhibitors with lithium potentiation; CHO-M1 cells, IP1 TR-FRET (IP-One), carbachol + lithium; Potency, µM (titrated, usually from 59.4 µM), for the others: at the highest dose activity, negative = IMPase inhibition, actives largely listed as inhibitors; 210,000 compounds, 0.35% hits; AID 1457;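 also: IP1 builds up when IMPase is blocked and the TR-FRET signal falls; potency is read from the fitted curve at half-maximal effect; plate controls were basal vehicle for no effect and high inhibitor control for full effect; nearly all actives have a fitted effect of over 50% in size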
#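 Steps: plate 2000 CHO-M1 cells per well and culture 16–30 h; add compound and lithium; incubate 30 min, 37C; add d2-IP1 tracer and Eu cryptate anti-IP1 antibody in lysis buffer; read after 10 min at room temperature.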
# Lamin A splicing – modulators of lamin A splicing | AID 1487 | 200,000 compounds, 0.01% hits | Potency, µM (titrated, usually from 46.1 µM), for the others: at the highest dose ratio change, negative = inhibition, actives largely listed as inhibitors | HeLa LMNA splicing GFP/RFP minigene ratio, 48 h; active = well fitted inhibition curve with a large enough effect in the signal ratio, with a control signal flat, not every such curve was filed as active; inconclusive = small, poorly fitted or top-dose-only effect, or effect the other way, or a change in a side signal; the % refers to the signal ratio; also: potency is read from the fitted curve at half-maximal effect; % is scaled to controls: 0 for no effect and ±100 for the full control effect
#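 S3 HeLa cells stably expressing lamin A-EGFP splicing minigene plus DsRed2, 600 cells/well, 48 h compound exposure at 37C. Laser-scanning cytometry; analysed as GFP (500-530 nm)/RFP (575-640 nm) total intensity ratio; 0.5% DMSO vehicle.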
# HTT ATP protect – protects HTT-Q103 PC12 cells, measured by ATP; 230,000 compounds, 0.14% hits; PC12 HTT-Q103 induced, cytoprotection, ATP luminescence, 40 h; Potency, µM (top dose mostly 56.4 µM), inactives show cytoprotection (ATP increase), usual class: activators;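 also: potency is read from the fitted curve at half-maximal effect; % of control where 0% means no effect; nearly all actives have a fitted effect of over 45% in size; toxic huntingtin expression switched on by the ecdysone agonist tebufenozide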
#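 Quantitative HTS on tebufenozide-induced (100 nM) PC12 cells expressing HTTQ103 exon 1–GFP; compounds tested as a concentration series; survival measured via cellular ATP.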
# KinaseGlo FLuc – Kinase-Glo luciferase inhibition (counter-screen); AID 1379; Potency, µM (series often up to 38.3 µM), without a hit: at the top dose activity change, negative = inhibition, most hits filed as inhibitors; 200,000 compounds, 0.28% hits; Kinase-Glo luciferase, ATP luminescence, 8 min; also: potency is read from the fitted curve at half-maximal effect; % is scaled to controls: 0 for no effect and ±100 for the full control effect; nearly all actives have a fitted effect of over 60% in size
#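 Substrate mix (final 50 mM imidazole pH 7.2, 50 mM KCl, 7 mM MgCl2, 10 uM ATP, 0.01% Tween 20, 0.05% BSA) plus pin-tool compound, then Kinase-Glo detection mix; 8 min ambient, luminescence read.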
# * = called active by the depositor; ? = inconclusive; . = no result given; [ ] = remark or other dose. Unless noted, calls follow the shape of the dose curve; as a rule, active = well fitted curve in the direction sought with a large enough effect; inconclusive = small, poorly fitted or top-dose-only effect, or another doubt; inactive = no such curve, though single readings can be large; an effect the other way counts as inactive or inconclusive. This is a random part of the collection (roughly 4% active in at least one column).
no.	compound	HttQ103 aggreg	CBFb RUNX1 block	SMN2 splice enh	IMPase Li cell	Lamin A splicing	HTT ATP protect	KinaseGlo FLuc
1	Cc1cc(Nc2c(C)n(C)n(-c3ccccc3)c2=O)n2c(nc3ccccc32)c1C#N	-10.4%	1.2%	?	55.3%[activator][38.3 µM]	5.8%	-27.1%	-4.9%
2	O=C(CN1CCC(n2nnc3cc(F)ccc32)CC1)NC1CC1	14.3%	3.7%	-16.6%	-1.2%[38.3 µM]	0.0%	3.1%	-2.8%
3	Cn1c(SC2CCCCC2=O)nnc1-c1ccccc1F (stereo not given)	-7.1%	2.0%	18.7%	-5.4%	24.5%[46 µM]	-22.5%	2.0%
4	Cn1c(N/N=C/c2cc3ccccc3nc2Cl)nc2ccccc21	-24.8%	0.7%	2.24µM*	3.4%	?	-39.6%[10 µM]	6.31µM*
5	O=C(NCCCCNC(=O)C1CCCC1)C1CCCC1	-10.8%	7.0%	-12.1%	14.8%[38.3 µM]	9.1%	-16.3%	-3.4%
6	COC(=O)Nc1ccc(=O)n(Cc2c(Cl)cccc2Cl)c1	9.9%	4.0%	1.9%	7.5%[38.3 µM]	1.5%	12.1%	-3.2%
7	O=C(COC(=O)c1ccccc1Br)Nc1ccc(F)cc1	-30.9%	14.4%	11.3%	-2.4%	.	4.2%	-0.5%
8	Cc1cccc(-n2c(SCC(=O)N3CCCC3)nc3n[nH]c(C)c3c2=N)c1	-18.6%	1.8%	4.4%	?	?	-18.0%[10 µM]	1.5%
9	CC1CCc2c(sc(NC(=O)CSc3ncnc4c3cnn4-c3ccccc3Cl)c2C#N)C1 (stereo not given)	?	-1.3%	-8.3%	-7.4%[38.3 µM]	0.4%	-4.2%	-0.2%
10	Cc1ccc(NC(=O)CSc2ncn[nH]2)cc1S(=O)(=O)N1CCOCC1	?	-4.4%	-7.6%	-14.9%	.	.	4.1%
11	CN(C)S(=O)(=O)c1cc(NC(=O)CSc2nn(-c3ccc(Cl)cc3)c(=S)s2)ccc1Cl	-10.8%	-15.4%	-62.8%[inhibitor]	5.0%	?	20.7%[10 µM]	0.6%
12	O=c1c2cn[nH]c2nc(SCc2cc(=O)n3cc(Br)ccc3n2)n1-c1ccc(Br)cc1	9.4%	-13.1%	.	-6.5%	.	4.9%	.
13	Cn1ccnc1SCC(=O)Nc1sccc1C#N	2.4%	-5.8%	4.3%	-1.9%[38.3 µM]	2.4%	-6.1%[10 µM]	-3.2%
14	O=C1c2ccccc2C(=O)N1c1cccc(-c2csc(Nc3ccc4c(c3)OCO4)n2)c1	8.1%	-9.7%	?	1.9%	-2.1%	-19.6%[10 µM]	2.8%
15	COCCN=c1scc(-c2cc(OC)c(OC)c(OC)c2)n1/N=C/c1c(C)[nH]c2ccccc12	-30.0%	.	21.0%	12.0%	?	18.1%[10 µM]	-3.5%

# Structures listed so far printed as active in SMN2 splice enh:
entry | SMILES | HttQ103 aggreg | CBFb RUNX1 block | SMN2 splice enh | IMPase Li cell | Lamin A splicing
4 | Cn1c(N/N=C/c2cc3ccccc3nc2Cl)nc2ccccc21 | -24.8% | 0.7% | 2.24µM* | 3.4% | ?

# (next part)
no.	compound	HttQ103 aggreg	CBFb RUNX1 block	SMN2 splice enh	IMPase Li cell	Lamin A splicing	HTT ATP protect	KinaseGlo FLuc
16	COc1ccc(C(=O)NC(=S)Nc2cccc(NC(=O)c3ccco3)c2)cc1[N+](=O)[O-]	8.0%	-1.1%	-4.0%	7.7%	-0.8%	-4.7%[10 µM]	-0.8%
17	O=C(COC(=O)c1ccc2c(c1)OCO2)Nc1nc(-c2ccccc2)cs1	?	4.9%	-7.5%	-27.1%	.	-32.6%	3.0%
18	CCN(C)c1ccc(/C=N\n2nnnc2N)cc1	11.8%	15.8%	11.2µM*	30.8%[38.3 µM]	?	-62.4%[inhibitor]	0.6%
19	CCS(=O)(=O)N1CCCC(C(=O)c2ccc(OC)cc2C)C1 (stereo not given)	-7.2%[9.22 µM]	-3.4%	.	8.6%	.	-7.7%[10 µM]	-3.2%
20	CCc1cc2c(=O)n(-c3ccc(C)cc3)cnc2s1	-22.0%	28.6%	3.16µM*	6.4%	?	12.1%[1.9 µM]	-7.4%
21	COc1ccc(/C=C/C(=O)NCC(=O)N/N=C(/CCC(=O)O)c2ccccc2)cc1	6.3%[9.22 µM]	-15.8%	.	.	11.8%[46 µM]	5.6%[10 µM]	.
22	CC1(c2ccco2)NC(=O)NC1=O (stereo not given)	-12.1%	-0.3%	-17.1%	-2.0%	-0.5%	-4.5%[10 µM]	-1.1%
23	Cc1ccc(-n2cc(-c3ccccc3)c3c(N4CCOCC4)ncnc32)cc1	?	-6.5%	-24.1%	11.2%	.	-92.7%[inhibitor]	0.1%
24	COc1ncc2nc(-c3cc(F)cc(F)c3)c(=O)n(CCC#N)c2n1	.	.	-10.5%	-6.4%	.	-2.5%	-1.7%
25	COc1ccc(C(=O)Nc2ccc(Cl)cn2)cc1Cl	4.7%	-1.7%	?	-15.7%[38.3 µM]	9.3%	-11.0%	-5.0%
26	CCOC(=O)c1nn(-c2ccccc2F)c2nc(-c3ccco3)c(C#N)c(=O)n12	-6.2%	2.7%	-9.2%	2.9%	-7.4%	.	-1.3%
27	COc1ccccc1N1C(=O)C2C(C(=O)c3ccccc3)=NN(c3ccccc3)C2C1=O (stereo not given)	16.8%[9.22 µM]	?	.	.	.	0.5%[10 µM]	.
28	Cc1[nH]c2c(C)ccc(C)c2c1CC(=O)O	.	.	-3.6%[9.22 µM]	0.0%	.	1.4%[10 µM]	-6.5%[7.66 µM]
29	COC1=C(C)C(O)=C(C(=O)/C=C/c2ccccc2)C(=O)C1(C)C	?	2.7%	.	.	.	31.8%[10 µM]	.
30	O=C(c1ccc(-n2cccn2)cc1)N1CCc2ccccc2C1	-12.2%[9.22 µM]	7.9%	.	.	.	4.3%[10 µM]	.

# Next section:
no.	compound	HttQ103 aggreg	CBFb RUNX1 block	SMN2 splice enh	IMPase Li cell	Lamin A splicing	HTT ATP protect	KinaseGlo FLuc
31	Cc1c(-c2n[nH]c(=S)n2-c2ccc(C(F)(F)F)cc2)nnn1-c1ccccc1	20.2%	-0.4%	-8.0%	-2.1%	6.4%	17.1%[10 µM]	-1.2%
32	Cc1ccc(CN2CCN(CCCc3ccccc3)CC2CCO)cc1 (stereo not given)	5.8%	3.6%	.	28.2%	-22.7%[46 µM]	-43.5%[inhibitor]	3.9%
33	CNc1ccccc1C(C)(C)c1cc(-c2cc(C)cc(C)c2)no1	1.2%	7.3%	?	6.8%	?	15.4%[10 µM]	2.0%
34	CC(C)C(=O)OCC(=O)Nc1ccc(N=Nc2ccccc2)cc1	31.5%	?	11.2µM*	-1.3%	?	2.1%[10 µM]	3.6%
35	COc1ccc(OC)c(CN2CCN(C(=O)c3cccs3)CC2)c1	-11.3%	-0.3%	-1.6%	7.3%[38.3 µM]	-2.1%	-5.9%	1.2%
36	Cc1ccccc1C(=O)c1cccn1CC(=O)NCc1ccc2c(c1)OCO2	5.3%	-6.9%	12.7%	21.0%[38.3 µM]	0.7%	-11.3%	18.0%
37	O=C(O)/C=C/C(=O)N(Cc1ccccc1)Cc1ccco1	-7.7%	6.1%	13.4%	-3.5%	-12.3%	17.7%[10 µM]	6.9%
38	COC(=O)Cn1c(=N)n(CCN2CCCCC2)c2ccccc21	6.8%	0.0%	-5.8%	-18.7%[38.3 µM]	14.2%	-5.8%	-2.0%
39	CCOC(=O)N1CCN(Cc2cn3ccccc3n2)CC1	23.0%	4.1%	3.6%	-1.6%[38.3 µM]	6.9%	8.0%[10 µM]	-5.7%
40	CN1CCN(CC(=O)NC23CC4CC(CC(C4)C2)C3)CC1	3.5%[9.22 µM]	-9.2%	.	.	.	1.1%[10 µM]	.
41	Clc1cccc(-c2nnc(SCc3nc4ccccc4[nH]3)n2Cc2ccco2)c1	15.5%	-8.4%	-22.5%	7.7%[38.3 µM]	?	-5.5%	-6.9%
42	CC1(C)OC(=O)N(c2ccccc2)C12C=Cc1cc(Br)ccc1O2 (stereo not given)	3.8%	1.5%	-3.9%	46.2%[activator][38.3 µM]	-22.7%	-1.8%	4.9%
43	Cc1ccc(C)c(/C=C/C(=O)c2ccccc(=O)c2O)c1	-16.1%	-27.2%	-104.5%[inhibitor]	-9.0%	?	.	-1.4%
44	O=C(COc1ncnc2ccc(Br)cc12)Nc1ccc(N2CCOCC2)cc1	-16.2%	-12.6%	-5.7%	-2.6%[38.3 µM]	-5.7%	-26.0%	-0.1%
45	Cc1ccc2oc(-c3cccc(NC(=O)/C=C/c4cccc([N+](=O)[O-])c4)c3C)nc2c1	-12.2%	11.4%	12.6µM*	-7.4%	-11.7%	.	-5.3%

# Reformatted field by field: four of the compounds above
38	COC(=O)Cn1c(=N)n(CCN2CCCCC2)c2ccccc21
  HttQ103 aggreg = 6.8%; CBFb RUNX1 block = 0.0%; SMN2 splice enh = -5.8%; IMPase Li cell = -18.7%[38.3 µM]; Lamin A splicing = 14.2%; HTT ATP protect = -5.8%; KinaseGlo FLuc = -2.0%
39	CCOC(=O)N1CCN(Cc2cn3ccccc3n2)CC1
  HttQ103 aggreg = 23.0%; CBFb RUNX1 block = 4.1%; SMN2 splice enh = 3.6%; IMPase Li cell = -1.6%[38.3 µM]; Lamin A splicing = 6.9%; HTT ATP protect = 8.0%[10 µM]; KinaseGlo FLuc = -5.7%
40	CN1CCN(CC(=O)NC23CC4CC(CC(C4)C2)C3)CC1
  HttQ103 aggreg = 3.5%[9.22 µM]; CBFb RUNX1 block = -9.2%; SMN2 splice enh = .; IMPase Li cell = .; Lamin A splicing = .; HTT ATP protect = 1.1%[10 µM]; KinaseGlo FLuc = .
41	Clc1cccc(-c2nnc(SCc3nc4ccccc4[nH]3)n2Cc2ccco2)c1
  HttQ103 aggreg = 15.5%; CBFb RUNX1 block = -8.4%; SMN2 splice enh = -22.5%; IMPase Li cell = 7.7%[38.3 µM]; Lamin A splicing = ?; HTT ATP protect = -5.5%; KinaseGlo FLuc = -6.9%
